# Assay outcomes deposited in PubChem BioAssay by Sanford-Burnham Center for Chemical Genomics.
# Pyk2 oligo antag – antagonists of human Pyk2 oligomerization; Q14289; Q293 cells, Pyk2 FERM NanoBiT luminescence; active compounds read low; 99,000 compounds, 0.83% hits; z-score (the deposit names both 25 µM and 10 µM);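 active means Z-score of -3 or lower, scaled per plate to the spread of control and sample wells; inactive means z-score above -3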;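 further: negative z-score means lost luminescence so less FERM oligomerization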
# CD11b adhes enh – enhancers of human CD11b/CD18 binding to fibrinogen; P05107+P11215; K562 CD11b/CD18 adhesion to fibrinogen, ATPlite luminescence; activation, % at 10 µM; 93,000 compounds, 0.07% hits; AID 1499;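 active means 10 µM primary screen giving 50% or more activity, confirmed by 40% or more on retest at that dose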; further: strong numbers were not always called active; reference of the scale not given here
# MT1-MMP txn act – activates MT1-MMP transcription | HT1080 MT1-MMP promoter luciferase reporter, luminescence, overnight; active compounds read high | 86,000 compounds, 0.16% hits | activation factor at 10 µM;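 active means activation factor of at least 2 for MT1-MMP transcription at 10 µM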
# PLAP activator – activators of human placental alkaline phosphatase | AID 696 | 96,000 compounds, 1.2% hits | activation fold at 20 µM | P05187 | purified PLAP enzyme, luminescent substrate read-out; active compounds read high; in the data active means activation fold above about 2
# Target sequence (P05187 whole entry, looked up): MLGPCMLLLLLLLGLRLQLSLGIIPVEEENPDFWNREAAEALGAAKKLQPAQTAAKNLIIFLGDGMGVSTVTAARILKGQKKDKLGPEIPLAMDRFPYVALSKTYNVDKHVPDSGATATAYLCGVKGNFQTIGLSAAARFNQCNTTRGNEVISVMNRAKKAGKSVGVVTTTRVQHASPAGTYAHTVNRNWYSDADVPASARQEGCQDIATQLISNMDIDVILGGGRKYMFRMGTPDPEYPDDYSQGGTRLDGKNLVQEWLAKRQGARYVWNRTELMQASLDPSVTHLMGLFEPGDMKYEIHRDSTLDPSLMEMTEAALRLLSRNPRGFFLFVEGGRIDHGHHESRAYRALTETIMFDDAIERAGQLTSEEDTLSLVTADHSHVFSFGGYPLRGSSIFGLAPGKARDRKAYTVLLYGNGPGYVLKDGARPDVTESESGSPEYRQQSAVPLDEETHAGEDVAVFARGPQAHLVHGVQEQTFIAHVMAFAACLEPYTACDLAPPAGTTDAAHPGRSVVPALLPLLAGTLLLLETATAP
# CD11b adhes inh – CD11b/CD18-fibrinogen binding inhibition. P05107+P11215. K562 CD11b/CD18 adhesion to fibrinogen, ATPlite luminescence; Mn2+ added to activate the integrin. inhibition, % at 10 µM. 93,000 compounds, 0.54% hits. AID 1497;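 active means primary inhibition of 50% or more at 10 µM, then 40% or more on retest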; further: some results filed as inactive read as strong as hits
# CYP2C9 activ – CYP2C9 (human) activation; P11712; 96,000 compounds, 1.4% hits; activation factor at 5 µM; recombinant CYP2C9, luciferin-H conversion, luminescence; active compounds read high; factor 1 = untreated enzyme, 0 = blocked;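 active means activation factor of 2 or more for CYP2C9 at a 5 µM dose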;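 further: 0 = sulfaphenazole-blocked wells and 1 = vehicle-only wells; values of inactives mirror those of a sister screen read the other way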
# CYP2C19 inhib – inhibitors of human CYP2C19; 96,000 compounds, 21% hits; CYP2C19 Supersomes, luciferin-H EGE luminescence, 30 min; P33261; inhibition, % at 5 µM;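 active means CYP2C19 inhibition above a set limit at 5 µM in the primary screen, cut at about 50% in these data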;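 further: plate controls were negative control wells for no effect and 2.5 mM tranylcypromine positive control for full effect; values of inactives mirror those of a sister screen read the other way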
# Target sequence (P33261 whole entry, looked up): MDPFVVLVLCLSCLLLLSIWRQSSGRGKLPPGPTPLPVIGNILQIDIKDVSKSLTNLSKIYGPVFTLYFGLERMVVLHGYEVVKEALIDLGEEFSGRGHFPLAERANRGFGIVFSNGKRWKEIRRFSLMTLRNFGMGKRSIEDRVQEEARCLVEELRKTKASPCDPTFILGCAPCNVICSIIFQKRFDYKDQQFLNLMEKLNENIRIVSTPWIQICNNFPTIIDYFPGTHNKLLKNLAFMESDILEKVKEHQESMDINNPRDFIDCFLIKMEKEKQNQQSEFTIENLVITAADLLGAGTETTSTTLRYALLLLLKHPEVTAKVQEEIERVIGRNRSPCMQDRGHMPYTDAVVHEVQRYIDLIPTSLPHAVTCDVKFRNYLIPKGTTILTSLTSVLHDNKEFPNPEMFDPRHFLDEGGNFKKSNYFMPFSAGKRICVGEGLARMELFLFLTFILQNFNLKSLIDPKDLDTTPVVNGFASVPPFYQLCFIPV
# CYP2C9 inhib – human CYP2C9 inhibition; P11712; CYP2C9 Supersomes, luciferin-H conversion, luminescence; inhibition, % at 5 µM; 96,000 compounds, 20% hits;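 active means blocking of liver enzyme CYP2C9 beyond about 50% at 5 µM, limit read from the data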; further: values of inactives mirror those of a sister screen read the other way
# CYP2C19 act – activators of human cytochrome P450 2C19. recombinant CYP2C19, luciferin-H EGE luminescence; active compounds read high; 0 = fully inhibited enzyme, 1 = untreated enzyme. activation factor at 5 µM. 96,000 tested, under 10 active. AID 1025;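 active means activation factor of at least 2 at 5 µM in the primary screen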;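 further: 0 = wells with 2.5 mM tranylcypromine and 1 = vehicle-only wells; values of inactives mirror those of a sister screen read the other way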
# Numbers without * were called inactive; nt = not tested or not shown.
SMILES,Pyk2 oligo antag,CD11b adhes enh,MT1-MMP txn act,PLAP activator,CD11b adhes inh,CYP2C9 activ,CYP2C19 inhib,CYP2C9 inhib,CYP2C19 act
O=C(c1ccc(Br)cc1)N1CCCC1,0.58,8,1.1,1.1,-16,1.1,-6,-14,1.1
CC(C)NC(=O)c1nc2ccccc2s1,0,-4,1.4,0.8,-10,0.9,25,9,0.7
O=c1c2c3nc4ccccc4nc3n(/N=C/c3cccs3)c2ncn1-c1ccccc1,nt,0,1.1,1.4,3,0.9,-4,6,1
COC(=O)[C@@H](NC(=O)NC1CCCc2ccccc21)C(C)C (some centres undefined),0.99,2,1.1,1,-3,1,6,3,0.9
CSc1ccccc1NC(=O)c1cnc2n(c1=O)CCS2,nt,-1,1.1,1,-3,1.2,-6,-16,1.1
CCCCOC(=O)Nc1ccc(OC)cc1S(=O)(=O)N1CCOCC1,0.07,0,1,1.4,-5,0.5,36,50,0.6
O=C(O)CCCN1C(=O)NC2NC(=O)NC21 (centres undefined),-1.1,2,0.9,0.9,-11,1.1,4,-11,1
O=C(COc1ccc(C(=S)N2CCOCC2)cc1)N1CCCC1,0.91,-3,1,1.2,-1,1.2,-18,-24,1.2
COc1ccc(-c2cc(C(=O)OC3CCOC3=O)c3ccccc3n2)cc1 (centres undefined),0.7,3,1.3,1.7,-11,0,4,96*,1
COc1cc(C(=O)Oc2cccc(C=O)c2)cc(OC)c1OC,-0.1,1,1.1,1.3,8,0.6,27,44,0.7
Cc1cccc(Nc2ccccc2C(=O)NCc2ccco2)c1C,-0.62,2,1.1,0.9,-16,0.7,23,27,0.8
Cn1cccc1Cc1nnc(SCC(=O)Nc2cccc(F)c2)n1CCc1ccccc1,nt,6,1,1.7,3,0.6,16,39,0.8
Cc1nc(N2CCN(Cc3ccccc3)CC2)nc2c1C(=O)CCC2,0.67,-5,1,1.5,7,0.7,55*,33,0.5
Cc1ccc(CN2CCSc3ccc(C(=O)N4CCN(c5ncccn5)CC4)cc32)cc1,-0.1,-2,1.1,1.1,14,0.1,97*,93*,0
CSc1cc(/C=N/O)c(SC)s1,0.04,2,1.1,1,-23,0.6,66*,44,0.3
CN(C)c1ccnc(-n2cccc2/C=N/OCc2ccccc2)c1C#N,-0.79,-5,1.1,0.8,-26,0.6,96*,36,0
N#CC1=C(N)OC2=C(CCC/C2=C/c2ccoc2)C1c1ccoc1 (centres undefined),nt,7,1.3,1.3,-3,0.6,29,39,0.7
CCN(CC)c1ccc(-c2nn3c(-c4cccnc4)nnc3s2)cc1,-1.9,nt,0.9,1.7,nt,0.7,28,27,0.7
O=C(NCC1CCCO1)NC12CC3CC(CC(C3)C1)C2 (centres undefined),-0.56,2,1.1,0.9,-7,1.1,1,-6,1
CCOC(=O)CSC1=C(C#N)C(c2sccc2C)C(C(C)=O)=C(C)N1 (centres undefined),-1.1,nt,1.1,1.3,nt,0.3,65*,73*,0.3
CCc1c(C)nc(N2CCOCC2)[nH]c1=O,-0.16,2,1,1.3,24,1.2,-13,-20,1.1
Cn1c(N)c(N2CCCCC2)c(=O)n(CC(=O)Nc2ccc(Cl)c(Cl)c2)c1=O,-0.18,-4,nt,1.5,-4,0,94*,98*,0.1
O=C(/C=C/c1ccc2c(c1)OCO2)Nc1nc(-c2ccccc2)cs1,-2,nt,nt,0.9,nt,0.3,59*,74*,0.4
O=C(Cc1sc(-c2ccccc2Cl)nc1-c1ccccc1)Nc1ccc(F)cc1,-1.1,0,1.1,1.3,8,0.3,39,73*,0.6
O=C1CCCN1c1ccc(S(=O)(=O)N2CCN(c3ccccn3)CC2)cc1,-1.2,0,1.2,1,4,0.8,36,22,0.6

# Some of the entries above, reformatted:
compound	Pyk2 oligo antag	CD11b adhes enh	MT1-MMP txn act	PLAP activator	CD11b adhes inh	CYP2C9 activ	CYP2C19 inhib	CYP2C9 inhib	CYP2C19 act
CCCCOC(=O)Nc1ccc(OC)cc1S(=O)(=O)N1CCOCC1	0.07	0	1	1.4	-5	0.5	36	50	0.6
O=C(O)CCCN1C(=O)NC2NC(=O)NC21 (centres undefined)	-1.1	2	0.9	0.9	-11	1.1	4	-11	1
O=C(COc1ccc(C(=S)N2CCOCC2)cc1)N1CCCC1	0.91	-3	1	1.2	-1	1.2	-18	-24	1.2

# The listing continues:
SMILES,Pyk2 oligo antag,CD11b adhes enh,MT1-MMP txn act,PLAP activator,CD11b adhes inh,CYP2C9 activ,CYP2C19 inhib,CYP2C9 inhib,CYP2C19 act
O=C(Cn1nc(-c2ccc(F)cc2)ccc1=O)Nc1ccc(C(=O)NC2CC2)cc1,-0.1,-2,nt,0.9,2,1,5,-4,1
Cc1ccc(OCC(=O)Nc2ccc(-c3nnc(-c4ccco4)o3)cc2)cc1,0.87,3,1.5,0.9,-1,0.3,44,66*,0.6
Cc1ccc2[nH]c3c(c2c1)CN(C(=O)CN1CCN(c2ccccc2F)CC1)CC3,nt,-3,1,1.4,-4,0.5,23,53*,0.8
CCOC(=O)CNC(=O)CSc1nc(NCc2ccccc2)nc(N(C)C)n1,1.1,nt,1,0.8,nt,0.6,53*,41,0.5
Cc1ccc(NS(=O)(=O)c2cc(C(=O)N3CCN(C)CC3)ccc2C)cc1,0.45,0,1,1.1,4,0.8,10,21,0.9
COc1ccc(NC(=O)c2c(NC(=O)CNCc3ccco3)sc3c2CCC3)c(OC)c1,-0.18,0,1,1.7,-2,0,77*,97*,0.2
COCc1cc(C)n(CC(=O)Nc2ccccc2OC)c(=O)c1C#N,0.22,1,1.2,0.9,-7,0.9,12,8,0.9
O=C(NC(=S)Nc1ccccc1Cl)c1csnn1,-0.95,-4,nt,1.1,12,1.4,45,-38,0.5
CC/C(=N\O)c1ccc(O)c(OC)c1,0.12,-2,1.3,0.9,-12,1,3,-2,1
COc1ccc(/C=N/NC(=O)CCc2c(C)n[nH]c2C)cc1OC,2.7,-2,1.1,1.8,-4,0.8,0,18,1
CCOc1cc(C2NC(=O)NC(C)=C2C(=O)NCc2ccccc2)c(Cl)cc1O (centres undefined),-0.15,-4,1.2,0.9,-22,0.9,9,10,0.9
COc1cc(OC)nc(NC(=O)CN2CCN(c3ccc(F)cc3)CC2)n1,0.57,6,1.1,1,-21,1.1,-4,-5,1
COc1ccccc1C1NC(=O)CS1 (centres undefined),-0.47,-1,1.1,1.1,14,1.1,-5,-11,1
COc1ccccc1NS(=O)(=O)c1cccc(C(=O)OCC(=O)Nc2cc(C)on2)c1,-0.65,37,1.1,1,2,0.6,40,38,0.6
Cc1ccc(S(=O)(=O)N=C2SCCCS2)cc1,-0.01,-1,1,1.5,-6,2*,37,-104,0.6
CCOc1cc2[nH]c(=O)n(CCC(=O)N3CCN(c4ccccc4OC)CC3)c(=O)c2cc1OCC,-0.15,0,1.1,1.2,-12,0.3,20,67*,0.8
CCOC(=O)N1CCN(C(=O)c2cnc(Nc3ccccc3OC)c3ccccc23)CC1,-1.9,-4,1.2,1.4,-4,0.7,12,28,0.9
CC(=O)Nc1ccc2c(c1)C(=O)c1ccccc1C2=O,-1.3,1,nt,0.8,23,0.4,30,63*,0.7
CCCCOC(=O)c1ccc(NC(=O)CSc2nncn2C)cc1,-0.17,10,0.4,1.6,10,0.7,46,27,0.5
O=[N+]([O-])c1ccc(N2CCN(C(=S)NC3CCCCC3)CC2)cc1,0.39,-5,nt,0.9,19,0.7,28,31,0.7
Oc1ccccc1C1N=C(c2ccccc2)NC(c2ccccc2)=N1,-0.08,-4,1.2,1.9,12,0.7,10,31,0.9
CCN=C(NCC)SC1CC(=O)N(c2cccc(OCC)c2)C1=O (centres undefined),-0.6,1,1.1,1,-2,2.1*,76*,-107,0.2
CC1(C(=O)N(CC(=O)NC2CCCC2)Cc2ccco2)CC(=O)N=C2C=CC=CN21 (centres undefined),-0.1,15,1.2,0.9,-23,1.1,-5,-8,1.1
CCn1nnc(-c2ccccc2NC(=O)C(F)(F)F)n1,1.1,0,1.2,1.1,0,0.7,70*,26,0.3
COC(=O)c1ccc(OCC(=O)NC(C)(C)C)cc1,1.8,-3,nt,1.2,16,0.9,67*,14,0.3

# Some values from the entries so far:
# Result of Cc1ccc(CN2CCSc3ccc(C(=O)N4CCN(c5ncccn5)CC4)cc32)cc1 under CYP2C19 act: 0
# Result of O=[N+]([O-])c1ccc(N2CCN(C(=S)NC3CCCCC3)CC2)cc1 under Pyk2 oligo antag: 0.39
# Result of N#CC1=C(N)OC2=C(CCC/C2=C/c2ccoc2)C1c1ccoc1 (centres undefined) under CYP2C19 inhib: 29
# Result of O=C1CCCN1c1ccc(S(=O)(=O)N2CCN(c3ccccn3)CC2)cc1 under Pyk2 oligo antag: -1.2
# Result of O=C(COc1ccc(C(=S)N2CCOCC2)cc1)N1CCCC1 under CYP2C19 inhib: -18
# Result of COC(=O)[C@@H](NC(=O)NC1CCCc2ccccc21)C(C)C (some centres undefined) under CYP2C19 inhib: 6
# Result of Cc1ccc2[nH]c3c(c2c1)CN(C(=O)CN1CCN(c2ccccc2F)CC1)CC3 under CD11b adhes inh: -4

# Further compounds follow:
SMILES,Pyk2 oligo antag,CD11b adhes enh,MT1-MMP txn act,PLAP activator,CD11b adhes inh,CYP2C9 activ,CYP2C19 inhib,CYP2C9 inhib,CYP2C19 act
Nc1nc(SCC(=O)c2ccc(Oc3ccccc3)cc2)n[nH]1,-0.2,5,1,1.5,-7,0.5,42,47,0.6
O=C(CSc1n[nH]c(-c2ccc(S(=O)(=O)NC3CCCCC3)cc2)n1)N1CCCC1,-0.2,-1,1,1.4,-13,0.5,87*,51*,0.1
CC(C)Cc1nnc(NC(=O)CSc2nc(=O)cc(N)n2-c2ccccc2)s1,0.07,-5,1,1.3,11,0.9,3,12,1
CN(C)CCNCc1ccc(OC2CCCC2)cc1,0.13,0,1.2,1.1,-14,1,13,-3,0.9
CCN1CCN(c2ccc([N+](=O)[O-])cc2C(=O)c2ccc(Cl)cc2)CC1,-1,nt,nt,1.2,nt,1.6,6,-60,0.9
C/C(CC(=O)Nc1cc(Cl)ccc1Cl)=N\NC(=O)c1ccco1,-0.61,nt,nt,1.5,nt,1,14,4,0.9
Cc1ccn(Cc2n[nH]c(=S)n2Cc2ccccc2)n1,0.07,-5,1.1,1.2,0,0.9,42,11,0.6
CCNC(=O)NC(=O)CSc1ccc(NC(C)=O)cc1,0.27,-2,1.1,0.9,-9,1,-2,0,1
O=C(C1CCN(S(=O)(=O)c2cnc[nH]2)CC1)N1CCc2ccccc2C1,1.4,-1,1.3,1.6,23,0.8,-4,17,1
O=C(Cn1c(=O)n(Cc2ccccc2)c(=O)c2ccccc21)NCc1ccco1,-1.3,-1,1.2,0.8,-10,0.8,52*,25,0.5
COC(=O)c1cnc2c(C(F)(F)F)cccc2c1OC,0.1,-7,1.1,0.9,-2,1,29,-2,0.7
O=C(NCCCn1ccnc1)Nc1ccc(Cl)cc1,-0.34,-2,nt,1,-4,0,97*,98*,0
COc1ccc(S(=O)(=O)N(C)CC(=O)N2CCC(C(N)=O)CC2)cc1,0.08,-2,1,1.1,-22,1.3,-5,-31,1
C=C(C)COc1ccc(-c2n[nH]c(C)c2-c2ccccc2)c(O)c1,-0.38,nt,1,1.3,nt,0.7,34,26,0.7
Cc1cc(C(=O)CSc2nnc(C3COc4ccccc4O3)n2C)c(C)n1-c1ccc(F)cc1 (centres undefined),0.19,-8,1.1,1.2,89,0.5,49,50*,0.5
O=C(O)C1Sc2[nH]c(=O)sc2C2c3cc(Cl)ccc3OC(=O)C12 (centres undefined),0.22,-2,1.2,1.1,6,1,-1,-3,1
CCOC(=O)C1CCN(Cc2ccc(O)c(OC)c2)CC1,0.12,-4,1.1,1.2,-1,1,30,3,0.7
C=C(C)CN(CC)c1nc(N)c(C#N)c(CC#N)c1C#N,-0.76,-4,1.1,1,-1,0.7,6,29,0.9
